Bioassay records as filed in PubChem.
HIV peptide binding = cell-free HIV fusion peptide-binding blockers – biochemical, uHTS, fluorescence dequenching, primary screen (AID 1986); hit rate 0.3% among 290,000; cell-free peptide binding, fluorescence dequenching, 30 min; higher % means a stronger effect; one-dose inhibition, % at 20 µM; IC50 in µM for titrated hits; in the data active = inhibition mostly above about 52%, no sharp cut-off; inactive = mostly below about 76%; note: some results filed as inactive read as strong as hits
LYP phosphatase = PTPN22 lymphoid phosphatase activity blockers – biochemical, fluorescence intensity, uHTS (AID 1779); recombinant LYP phosphatase, fluorescence intensity; higher % means a stronger effect; inhibition, % at 11.5 µM, or IC50 in µM where a hit was titrated; hit rate 0.054% among 290,000; in the data active = inhibition above about 50%;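 note: plate controls were vehicle with enzyme for no effect and no enzyme for full effect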
NTR1 agonist = NTR1-driven beta-arrestin-GFP spot formation – imaging, U2OS cells, high content, primary screen (AID 493036); activation, % at 20 µM; agonist mode; hit rate 0.17% among 330,000;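 active = activation at or above 40% of the spot to cytoplasm intensity ratio, with at least 20 cells analyzed; inconclusive = wells under 20 cells, flagged as cytotoxic or low count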;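 note: 0% = DMSO without peptide and 100% = 100 nM NTR1 peptide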
Target sequence (P30989 whole entry, looked up): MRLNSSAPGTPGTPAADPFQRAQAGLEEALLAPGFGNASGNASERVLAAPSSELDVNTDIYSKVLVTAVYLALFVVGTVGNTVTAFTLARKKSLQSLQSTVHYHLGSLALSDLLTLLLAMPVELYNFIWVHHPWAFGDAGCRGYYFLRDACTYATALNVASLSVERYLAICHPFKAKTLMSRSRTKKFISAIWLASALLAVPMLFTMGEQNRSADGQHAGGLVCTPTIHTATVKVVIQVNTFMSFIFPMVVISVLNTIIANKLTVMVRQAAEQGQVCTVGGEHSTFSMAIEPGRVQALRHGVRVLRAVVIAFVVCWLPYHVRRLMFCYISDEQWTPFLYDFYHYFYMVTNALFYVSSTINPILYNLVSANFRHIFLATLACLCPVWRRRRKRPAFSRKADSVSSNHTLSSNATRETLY
MgcRacGAP inhibition = MgcRacGAP GTPase-activating activity inhibitors, confirmation, biochemical, ADP Hunter fluorescence | hit rate 0.6% among 340,000 | AID 624330 | one-dose inhibition, % at 30 µM; IC50 in µM for titrated hits | MgcRacGAP-stimulated Rac1 GTP hydrolysis, ADP Hunter fluorescence; higher % means a stronger effect; GST-tagged Rac1 F28L mutant substrate;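 active = first-screen hits whose inhibition reached a set limit at any dose in the follow-up dose series; inconclusive = inhibition above the set first-screen limit but never retested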;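 note: fluorescence reports GDP produced by GAP-driven GTP hydrolysis; strong numbers were not always called active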
GPR35 arrestin U2OS = GPR35 antagonists blocking zaprinast-driven arrestin recruitment, primary screen, imaging, U2OS, beta-arrestin-GFP, zaprinast agonist (AID 2058). hit rate 0.052% among 290,000. U2OS GPR35 beta-arrestin-GFP translocation imaging, zaprinast antagonism; higher % means a stronger effect. inhibition, % at 10 µM, or IC50 in µM where a hit was titrated;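 active = inhibition of at least 50% with at least 30 cells and total cytoplasm GFP at most 10,000,000; inconclusive = under 30 cells or total GFP of 10,000,000 plus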
GPR55 antagonists = GPR55 antagonists blocking LPI-driven arrestin recruitment, primary screen, imaging, U2OS, beta-arrestin-GFP, LPI agonist (AID 2013); U2OS GPR55 beta-arrestin-GFP translocation imaging, LPI antagonism; higher % means a stronger effect; inhibition, % at 10 µM; hits with a dose series show IC50 in µM; hit rate 0.13% among 290,000;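 active = spots per cell inhibited over 60%, with over 100 cells counted and total cytoplasm intensity under 500,000; inconclusive = wells with under 100 cells, flagged as likely toxic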;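 note: U2OS cells stably carrying GPR55 and arrestin-GFP stimulated by 5 µM LPI near EC80; imaged beta-arrestin-GFP aggregate spots per cell after agonist stimulation; plate controls were LPI-stimulated DMSO wells for no effect and DMSO wells without LPI for full effect; some results filed as inactive read as strong as hits; confirmed hits need IC50 under 10 µM and bright autofluorescent wells are also inconclusive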
SIAH1 antagonists = blockers of Siah-1 interaction with plectin peptide – biochemical, fluorescence polarization, rhodamine-plectin, uHTS, primary screen (AID 1817). Siah-1 / rhodamine-plectin peptide fluorescence polarization; higher % means a stronger effect. displacement, % at 20 µM; hits with a dose series show IC50 in µM. hit rate 0.02% among 290,000;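 active = displacement of at least 50% at 20 µM, with a fluorescence ratio check between 0.3 and a set limit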;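 note: plate controls were Siah plus tracer with DMSO for no effect and tracer alone without Siah for full effect; strong numbers were not always called active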
Salmonella PhoP GFP = PhoP-dependent GFP reporter repression – Salmonella Typhimurium, primary screen (AID 1863) | S. Typhimurium PhoP-regulated promoter GFP reporter, 4 h; higher % means a stronger effect | inhibition, % at 50 µM; hits with a dose series show IC50 in µM | hit rate 0.16% among 300,000;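 active = inhibition over 29.93%, a cutoff 3 SD above the screen mean, later confirmed by dose response; inconclusive = inhibition over 29.93% but no dose response follow-up; inactive = inhibition at most 29.93% or unconfirmed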;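 note: 0% = low Mg2+ inducing control and 100% = high Mg2+ repressing control; strong numbers were not always called active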
Myeloid diff 2 = compounds promoting myeloid differentiation; ER-HoxA9 myeloid progenitors, lysozyme-GFP differentiation, flow cytometry; calls only at 10 µM; hit rate 1% among 360,000;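 active = normalized GFP-positive differentiation at or above the plate's own cutoff, the solvent-only control mean plus 3 SD; inconclusive = no clear call, values can overlap the other calls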;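 note: cells exposed to compound for four days before flow analysis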
NTR1 agonist cell count 20 µM = recorded beside NTR1 agonist, whose call it bears; cell count; measured here: cell count, cytotoxicity flag
Myeloid diff 2 GFP+ MAC1+ % = recorded beside Myeloid diff 2, whose call it bears; GFP+ MAC1+ double positive, %; measured here: differentiation confirmed by MAC1 staining
* hit, by the source's call; i = inactive; ? = inconclusive; . = not tested or not shown. Rows are unselected. About 2.4% of those tested had a hit in this group.

entry	SMILES	HIV peptide binding	LYP phosphatase	NTR1 agonist	NTR1 agonist cell count 20 µM	MgcRacGAP inhibition	GPR35 arrestin U2OS
1	O=C(O)c1c(Cl)c(Cl)c(Cl)c(Cl)c1C(=O)N1CCCCCC1	2.2%	3%	-1.0	56	6%	9%
2	Cc1cccc(N2CCN(C(=O)c3cccc(NC4=NC5CS(=O)(=O)CC5S4)c3)CC2)c1C (centres undefined)	-1.3%	-1%	3.0	66	8%	-7%
3	O=S(=O)(Cc1ccc(Cl)cc1)Nc1ccc2c(c1)OCO2	-1.4%	-2%	2.0	51	12%	-2%
4	COc1ccc(/C(O)=C2\C(=O)C(=O)N(CCN3CCOCC3)C2c2ccccc2OC)cc1 (centres undefined)	2.0%	-5%	.	.	0%	6%
5	CCOC(=O)c1cc2sccc2n1Cc1ccc(C#N)cc1	1.3%	3%	2.4	56	11%	-3%
6	CCN(CC)c1ccc(Nc2cc3n(c(=O)n2)CCc2cc(OC)c(OC)cc2-3)cc1	-1.6%	0%	4.3	97	22%	-6%
7	CC(C)CC(=O)Nc1c2c(nn1-c1ccc(F)cc1)CS(=O)C2 (centres undefined)	1.0%	-5%	-0.6	68	6%	0%
8	Cc1cccc2c1N(CCCOc1ccc(C(C)(C)C)cc1)C(=O)C2=O	-1.0%	12%	18	42	11%	6%
9	O=C1N=C(N2CCCC2C(=O)O)S/C1=C\c1ccco1 (centres undefined)	52%*	-1%	2.5	40	.	-11%
10	Cc1cc(NCc2ccco2)n2c(nc3ccccc32)c1C#N	2.2%	-16%	1.5	51	3%	-4%
11	Cc1ccc(NC(=O)c2ccc3nc[nH]c3c2)nc1	2.8%	0%	-0.2	68	5%	8%
12	COc1cc(C2=NOC(C(=O)Nc3ccc4c(c3)OCO4)C2)cc(OC)c1OC (centres undefined)	-2.7%	-9%	1.3	94	11%	-11%
13	COc1ccc(NC(=S)N(CCN2CCOCC2)C2CCN(C(C)=O)CC2)cc1Cl	0.3%	-8%	1.2	59	4%	-2%
14	COc1ccc(C2c3c4c(n(C)c3CCN2C)CCN(C)C4c2ccc(OC)cc2)cc1 (centres undefined)	-1.9%	-7%	-1.3	66	2%	-2%
15	Cc1ccc(S(=O)(=O)N2CCN(c3ncnc4sccc34)CC2)cc1	1.0%	-3%	1.5	66	10%	-14%

entry	GPR55 antagonists	SIAH1 antagonists	Salmonella PhoP GFP	Myeloid diff 2	Myeloid diff 2 GFP+ MAC1+ %
1	4%	1%	-4%	i	0.9
2	-9%	4%	.	i	3.6
3	12%	13%	7%	i	5.2
4	-1%	4%	-1%	i	0.5
5	-31%	3%	-1%	i	7.6
6	5%	0%	12%	i	0.3
7	-2%	4%	-7%	i	2.1
8	-11%	0%	4%	i	3.5
9	-4%	15%	3%	i	0.2
10	3%	-1%	13%	i	1.1
11	9%	19%	-2%	i	0.0
12	-2%	1%	3%	i	0.5
13	12%	-4%	-1%	i	0.7
14	11%	-2%	0%	i	1.3
15	9%	2%	-6%	i	1.3

Later entries:
entry	SMILES	HIV peptide binding	LYP phosphatase	NTR1 agonist	NTR1 agonist cell count 20 µM	MgcRacGAP inhibition	GPR35 arrestin U2OS
16	Cc1cc(SCC(=O)c2ccccc2)nc(=O)[nH]1	1.6%	-11%	0.5	58	29%	2%
17	COc1cc(C(=O)N2CCC(O)(c3ccccc3)CC2)cc(OC)c1OC	-2.1%	-7%	-0.5	72	5%	-15%
18	COCc1ccc(CN2CCc3c([nH]c4ccccc34)C2CC(C)C)o1 (centres undefined)	12%	3%	0.8	70	-1%	28%
19	O=C(CSc1ccc(-c2ccncc2)nn1)N1CCCCC1	0.3%	-4%	-2.2	63	-1%	2%
20	O=C(COc1ccc(Cl)cc1)NC1CC1	-0.1%	1%	0.1	64	0%	2%
21	COc1ccc(CNC(=O)CCC(=O)N2CC(C)Oc3ccccc32)cc1 (centres undefined)	-0.6%	-11%	-0.5	87	5%	-5%
22	COC(=O)c1cc(OC)c(OC)cc1NC(=S)Nc1cccc(Cl)c1	-3.2%	-3%	-0.6	37	15%	11%
23	CC1=C(C(=O)OC(C)C)C(c2c[nH]c3ccccc23)n2ncnc2N1 (centres undefined)	-1.2%	-8%	0.7	52	4%	0%
24	O=C(c1ccc2c(=O)n3c(nc2c1)CCCCC3)N1CCCCC1	1.3%	-10%	-0.3	53	5%	-11%
25	COc1ccc(/C=C2\SC(=O)N(CCC(=O)NC3CCS(=O)(=O)C3)C2=O)cc1 (centres undefined)	-0.6%	-7%	-0.5	79	10%	-11%
26	CC[N+](C)(CC)CCC(c1ccccc1)C1CCCCC1 (centres undefined)	-4.8%	-7%	-0.8	58	2%	4%
27	CCC(Sc1nnnn1C)C(=O)Nc1ccc(C(C)=O)cc1 (centres undefined)	-1.2%	-1%	0.2	36	10%	11%
28	O=C(Nc1cccnc1)c1cc2cc(Br)ccc2o1	-1.0%	-5%	1.1	65	2%	4%
29	O=C(c1cccc(Cl)c1)N1CCC(C(=O)N2CCN(Cc3ccccc3)CC2)CC1	1.9%	-10%	1.6	62	3%	6%
30	Cc1nn(-c2ncc(C(F)(F)F)cc2Cl)c(=O)n1-c1cccc(Cl)c1	-0.5%	-10%	0.8	53	5%	4%

entry	GPR55 antagonists	SIAH1 antagonists	Salmonella PhoP GFP	Myeloid diff 2	Myeloid diff 2 GFP+ MAC1+ %
16	15%	10%	-2%	i	0.0
17	3%	-5%	5%	i	0.6
18	-1%	-6%	-9%	i	0.3
19	-9%	-5%	1%	i	0.3
20	1%	-1%	-1%	i	1.4
21	6%	4%	.	i	3.1
22	6%	-4%	7%	i	1.4
23	-4%	-1%	3%	i	2.5
24	21%	-1%	-10%	i	3.1
25	0%	-1%	6%	i	1.7
26	-21%	0%	-4%	i	8.4
27	19%	2%	-2%	i	0.6
28	7%	1%	-8%	i	1.0
29	5%	14%	4%	i	3.0
30	4%	-3%	33%	i	0.9

More results
entry	SMILES	HIV peptide binding	LYP phosphatase	NTR1 agonist	NTR1 agonist cell count 20 µM	MgcRacGAP inhibition	GPR35 arrestin U2OS
31	CCOC(=O)c1cc2cc3ccccc3cc2oc1=O	4.8%	-9%	0.6	54	3%	-2%
32	COc1cc2cc(CN(CCCO)S(=O)(=O)c3ccccc3Cl)c(=O)[nH]c2cc1OC	-1.9%	-3%	0.6	48	11%	3%
33	COc1ccc(N2C(=O)CN=C2Nc2cccc(C)c2C)cc1OC	-1.8%	-10%	-0.9	68	1%	4%
34	Cc1ccc(N(CC(=O)N2CCOCC2)S(C)(=O)=O)cc1Cl	-1.7%	-11%	-1.5	76	6%	-4%
35	COc1ccccc1N1CCN(C(=O)CSc2ncnc3scc(-c4ccccc4)c23)CC1	1.4%	2%	3.4	15	6%	-4%
36	Cc1ccc[n+](CC(=O)c2ccc(Br)cc2)c1	-0.4%	-8%	0.8	63	12%	11%
37	Cc1c(NC(=S)NC(=O)C(C)(C)C)cccc1[N+](=O)[O-]	-1.3%	2%	1.4	57	5%	-9%
38	COc1cc(/C=N/NC(=O)c2ccc(Cl)c(S(N)(=O)=O)c2)ccc1OCC(N)=O	-0.1%	-4%	0.8	55	1%	6%
39	Cc1cc(OC(=O)N2CCOCC2)cc(C)c1Cl	0.9%	-4%	0.0	56	4%	-15%
40	O=C(NCC1CCCO1)c1ccc(NC(=O)c2cccc(Br)c2)cc1 (centres undefined)	1.8%	-8%	-0.2	43	8%	7%
41	COc1ccc(C(=O)/C=C/c2ccc(OCc3ccccc3)cc2)cc1CSCC(=O)O	26µM*	-1%	4.0	49	13%	-7%
42	N#Cc1c(N)nc2c(c1N)CC(CCl)O2 (centres undefined)	7.9%	-6%	-1.0	61	6%	-23%
43	COc1ccccc1C(=O)Nc1ccc2c(c1)CCCN2C(=O)c1ccccc1	-0.3%	-8%	0.4	62	7%	-14%
44	O=C1CC(N2CCc3ccccc32)C(=O)N1c1ccccc1 (centres undefined)	0.5%	-6%	-0.5	53	6%	-6%

entry	GPR55 antagonists	SIAH1 antagonists	Salmonella PhoP GFP	Myeloid diff 2	Myeloid diff 2 GFP+ MAC1+ %
31	10%	-5%	-2%	i	0.4
32	5%	6%	7%	i	4.4
33	-4%	5%	10%	i	0.9
34	1%	5%	8%	i	0.3
35	2%	4%	-14%	?	.
36	9%	1%	2%	i	0.6
37	3%	2%	11%	i	0.1
38	-2%	-2%	-9%	i	0.9
39	9%	2%	-2%	i	1.4
40	-6%	4%	0%	i	0.1
41	8%	29%	0%	i	0.8
42	-18%	-13%	11%	i	0.6
43	53%	1%	1%	i	0.0
44	9%	5%	-3%	i	0.3

One compound at a time, as listed above. Order of values: HIV peptide binding, LYP phosphatase, NTR1 agonist, NTR1 agonist cell count 20 µM, MgcRacGAP inhibition, GPR35 arrestin U2OS, GPR55 antagonists, SIAH1 antagonists, Salmonella PhoP GFP, Myeloid diff 2, Myeloid diff 2 GFP+ MAC1+ %
COc1ccc(C(=O)/C=C/c2ccc(OCc3ccccc3)cc2)cc1CSCC(=O)O in the list: 26µM*, -1%, 4.0, 49, 13%, -7%, 8%, 29%, 0%, i, 0.8
Cc1c(NC(=S)NC(=O)C(C)(C)C)cccc1[N+](=O)[O-] in the list: -1.3%, 2%, 1.4, 57, 5%, -9%, 3%, 2%, 11%, i, 0.1
Cc1ccc[n+](CC(=O)c2ccc(Br)cc2)c1 in the list: -0.4%, -8%, 0.8, 63, 12%, 11%, 9%, 1%, 2%, i, 0.6
COc1ccc(N2C(=O)CN=C2Nc2cccc(C)c2C)cc1OC in the list: -1.8%, -10%, -0.9, 68, 1%, 4%, -4%, 5%, 10%, i, 0.9
COc1cc(/C=N/NC(=O)c2ccc(Cl)c(S(N)(=O)=O)c2)ccc1OCC(N)=O in the list: -0.1%, -4%, 0.8, 55, 1%, 6%, -2%, -2%, -9%, i, 0.9
